N370S GC mod – qHTS Assay for Inhibitors and Activators of N370S glucocerebrosidase as a Potential Chaperone Treatment of Gaucher Disease | Lysosomal acid glucosylceramidase (Homo sapiens), P04062 | N370S GC spleen homogenate, 4MU-glucoside fluorescence | Potency, µM (highest dose often 59.4 µM), for the others: at the top dose activity change, negative = inhibition, actives largely listed as inhibitors | 0.092% of 330,000 active | AID 2101, 2009;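 further: 0% = full enzyme activity and -100% = no enzyme basal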
FEN1 inh – qHTS Assay for the Inhibitors of Human Flap endonuclease 1 (FEN1); Potency, µM (top dose mostly 114 µM), without a hit: top-dose activity change, negative = inhibition, actives largely listed as inhibitors; 0.35% of 390,000 active; Recombinant FEN1 flap cleavage, fluorescence, 15 min; AID 588795, 2011; P39748; further: nearly all actives have a fitted effect of over 65% in size
Target sequence (P39748 whole entry, looked up): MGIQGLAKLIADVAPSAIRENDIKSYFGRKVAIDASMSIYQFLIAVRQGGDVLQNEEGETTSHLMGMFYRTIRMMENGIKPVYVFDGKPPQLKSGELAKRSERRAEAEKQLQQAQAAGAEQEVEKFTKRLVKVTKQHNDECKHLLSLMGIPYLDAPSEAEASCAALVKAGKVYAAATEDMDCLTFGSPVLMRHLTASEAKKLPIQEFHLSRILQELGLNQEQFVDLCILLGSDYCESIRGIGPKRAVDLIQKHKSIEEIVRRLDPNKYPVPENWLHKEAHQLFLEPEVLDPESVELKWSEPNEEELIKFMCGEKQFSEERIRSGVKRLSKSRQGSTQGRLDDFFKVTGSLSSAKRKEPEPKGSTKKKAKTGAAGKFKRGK
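Potency values derive from four-parameter Hill fits of normalized qHTS data. The reaction used 10 nM FEN1 preincubated 15 min at room temperature with compound, then 50 nM DNA substrate, read at 0 and 15 min.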
GCN5L2 inh – qHTS Assay for Inhibitors of GCN5L2; Histone acetyltransferase KAT2A (Homo sapiens), Q92830; GCN5L2 HAT assay, ThioGlo1 CoA-SH fluorescence; Potency, µM (doses to about 58.9 µM), for the others: top-dose activity change, negative = inhibition, hits mostly inhibitors; 0.21% of 390,000 active
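Free CoA generated was detected with ThioGlo1 (50uM) fluorescence at Ex340nm/Em540nm, read immediately and after 20 min at room temperature. Enzyme, 20 nM in HEPES pH 7.5 buffer, saw compounds 15 min before adding 75uM H3(1-25) peptide and 70uM acetyl-CoA.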
* hit, by the source's call; ? = inconclusive; nt = not tested or not shown; & = joins results of further samples; [ ] = another dose, or the depositor's remark. The call rests on the fitted dose curve; in most records, active means well fitted curve in the direction sought with a large enough effect; inconclusive means small, poorly fitted or top-dose-only effect, or another doubt; inactive means no such curve, though single readings can be large; an effect the other way counts as inactive or inconclusive. Unless noted, on the % scale 0 is the no-effect control and ±100 the full control effect; potency means the concentration at half of the fitted maximal effect.

SMILES	N370S GC mod	FEN1 inh	GCN5L2 inh
CCn1ncc(CNC(=O)CCCSc2nc(-c3ccco3)cc(C(F)(F)F)n2)c1C	6%	-5%	-9%
N#Cc1ccsc1NC(=O)CCc1ccccc1	9%	-3%	-3%
COc1cccc(CNn2cnnc2)c1OCc1ccccc1F	1%	-1%	1%
CCCCNc1nc(-c2ccccc2)nc(-n2ccnc2)n1	1%	0%	-2%[0.501 µM]
Cc1ccc(NS(=O)(=O)c2ccc(C(=O)NCC(c3ccco3)N3CCCCC3)cc2)cc1 (stereo not given)	-13%	-18%	-8%
c1csc(-c2noc(CN3CCOCC3)n2)c1	0%	-2%	-2%
CCc1cccc(NC(=O)C2CCCN2S(=O)(=O)c2ccc3c(c2)n(C)c(=O)c(=O)n3C)c1 (stereo not given)	2%	15%&-9%	-3%&-10%
Cc1ccc(N(CC(=O)NCc2ccco2)S(=O)(=O)c2ccccc2)cc1	14%	-17%	-9%
CCCCn1cc(S(=O)(=O)c2ccc(OC)cc2)c(=O)c2cc(F)c(N3CCCC3)cc21	nt	0%	4%
Cc1ccc(S(=O)(=O)Nc2ccccc2CNc2c(C)n(C)n(-c3ccccc3)c2=O)cc1	9%	-13%	-11%
CCCCc1c(C)c(C#N)c2nc3ccccc3n2c1NCCN(C)C	-4%	-10%	-1%
CCC1=C(OC(=O)N(CC)CC)N2C(=O)OC(=NCC3CC3)[C@]2(C)[C@H]2C1=CC[C@H]1C(=O)N(CC(=O)OC)C(=O)[C@H]12	0%&-1%	-10%	-11%
O=C(CN1C(=O)C2CC=CCC2C1=O)Nc1nc2ccccc2s1 (stereo not given)	5%	-4%	-9%
COc1ccc(C(=O)c2oc3nc(C)cc(C)c3c2N)cc1	?	?	-1%
COc1ccc(NC(=O)COC(=O)CCC2CCCCC2)cc1	nt	10%	-8%
O=C(C1=C[C@@H](C2CC2)C[C@@H](OCc2ccc(CO)cc2)O1)N1CCOCC1	0%	1%	-2%
O=C(O)CCCCCn1c(SCC(=O)c2ccc(O)c(O)c2)nc2ccsc2c1=O	-22%	-19%	-4%
Cc1nn(C)c(C)c1CNC(=O)c1cnn2c1NC(c1ccccc1)CC2C(F)(F)F (stereo not given)	-9%	5%	-16%
Cc1cc(C(F)(F)F)nc(-n2cc(-c3ccccc3)nn2)n1	4%	-2%	-13%
CCCc1cc(=O)oc2cc(C)c3c(-c4ccccc4)c(C)oc3c12	nt	-2%	-9%
COc1ccc(OC)c(CCNC(=O)c2c(C)nn(-c3ccc(F)cc3)c2-n2cccc2)c1	nt	3%	-4%
O=C(Cc1ccccc1)NN1C(=O)C2C3C=CC([C@@H]2C1=O)C31CC1 (stereo not given in full)	-5%	-3%	-9%
O=C(CN1CSCC1=O)N1CCN(S(=O)(=O)c2ccc(Cl)cc2)CC1	nt	3%	-3%
CS(=O)(=O)N(CC(=O)N1CCCCCC1)c1ccc(Br)cc1	5%	-12%	3%
Cc1ccc(CNC(=O)c2ccc3c(=O)[nH]c4c(C(=O)NCC5CCCO5)sc(=S)n4c3c2)cc1 (stereo not given)	-23%	?	1%

Entries shown so far with a cyano group (2):
SMILES	N370S GC mod	FEN1 inh	GCN5L2 inh
N#Cc1ccsc1NC(=O)CCc1ccccc1	9%	-3%	-3%
CCCCc1c(C)c(C#N)c2nc3ccccc3n2c1NCCN(C)C	-4%	-10%	-1%

Back to the main list with the 7 entries that preceded the break.
SMILES	N370S GC mod	FEN1 inh	GCN5L2 inh
Cc1cc(C(F)(F)F)nc(-n2cc(-c3ccccc3)nn2)n1	4%	-2%	-13%
CCCc1cc(=O)oc2cc(C)c3c(-c4ccccc4)c(C)oc3c12	nt	-2%	-9%
COc1ccc(OC)c(CCNC(=O)c2c(C)nn(-c3ccc(F)cc3)c2-n2cccc2)c1	nt	3%	-4%
O=C(Cc1ccccc1)NN1C(=O)C2C3C=CC([C@@H]2C1=O)C31CC1 (stereo not given in full)	-5%	-3%	-9%
O=C(CN1CSCC1=O)N1CCN(S(=O)(=O)c2ccc(Cl)cc2)CC1	nt	3%	-3%
CS(=O)(=O)N(CC(=O)N1CCCCCC1)c1ccc(Br)cc1	5%	-12%	3%
Cc1ccc(CNC(=O)c2ccc3c(=O)[nH]c4c(C(=O)NCC5CCCO5)sc(=S)n4c3c2)cc1 (stereo not given)	-23%	?	1%
CCCCN(CCCC)C(=O)c1sc2nc(N3CCOCC3)c3c(c2c1N)CCCC3	28%	-27%	-13%
COc1cc(/C=C/C(=O)OCC(=O)NCc2cccs2)ccc1OCC#N	6%	-5%	-2%
CCOC(=O)c1sc(N2C(=O)c3oc4ccc(F)cc4c(=O)c3C2c2ccc(O)cc2)nc1C (stereo not given)	nt	-5%	7%
CCCCc1nn2c(=O)cc(COC(=O)c3cccc(OC)c3)nc2s1	nt	3%	1%
CCOC(=O)N1CCN(C(=O)c2cnc(Nc3ccccc3OC)c3ccccc23)CC1	1%	0%	2%
CCCN1CCN(CCCNC(=O)c2ccccc2NC(=O)C2=C(C)OCCS2)CC1	1%	20%	-5%
CC1=NN(c2ccc(C(=O)O)cc2)C(=O)/C1=C\c1ccc(OC(=O)c2cccs2)cc1	?	50µM*	?
COC(=O)c1ccc(COc2ccc(C)cc2[N+](=O)[O-])o1	8%	-6%	-9%
COc1ccc(CNC(=O)c2cnn3c(C)c(Cc4c(F)cccc4Cl)c(C)nc23)cc1	nt	-7%	-1%
CCCCNC(=O)C1c2ccccc2C(=O)N(c2ccc(OC)cc2)C1c1ccc(OC)cc1 (stereo not given)	4%	-12%	-5%
C=CCNC(=O)C(=O)c1cccn1-c1ccsc1C(=O)OC	2%	-8%	-2%
CCOC(=O)c1c(C)[nH]c(C)c1S(=O)(=O)NCC1CCN(Cc2cccc(F)c2)CC1	-27%	-16%	-19%
Cc1ccccc1NC(=O)C1c2cccc[n+]2CC(=O)N1Cc1ccc2c(c1)OCO2 (stereo not given)	-16%	-18%	-10%
O=C(Cc1ccccc1)NCc1cccnc1	-5%	4%	-2%
COc1cccc(N2CCN(C(C)C(=O)NC34CC5CC(CC(C5)C3)C4)CC2)c1 (stereo not given)	-4%	-20%	-8%
Cc1ccc2oc(-c3cccc(NC(=O)Cn4cnc5c(=O)n(C)c(=O)n(C)c54)c3)nc2c1	-7%	nt	-2%
O=C(OCC(=O)N1CCc2ccccc21)c1ccc[n+]([O-])c1	2%	-2%	-7%
COc1ccc(COc2ccc(S(=O)(=O)N3CCCC3)cc2C(N)=O)cc1F	1%	-1%	-2%
COc1ccc(N(C(=O)c2ccco2)C(C(=O)NC2CCCCC2)c2cccs2)cc1OC (stereo not given)	1%	8%	-3%
CC(C)c1ccc(C2c3c(-c4ccccc4O)n[nH]c3C(=O)N2Cc2ccncc2)cc1 (stereo not given)	nt	-3%	3%
CCCC(=O)OCC(=O)Nc1ccc([N+](=O)[O-])cc1C#N	-5%	-7%	?
CCOC(=O)c1ccc(NC(=O)CC2Sc3ccc(C(F)(F)F)cc3NC2=O)cc1 (stereo not given)	nt	5%	-4%
CCOc1ccc(S(=O)(=O)Nc2cccc(C(=O)NCCCN3CCOCC3)c2)cc1	nt	-6%	-6%
Cc1cc(C)n(CNc2nc(C(F)(F)F)cs2)n1	-16%	-8%	-3%
CCN(C[C@H]1N[C@@](C)(C(=O)OC)[C@H]2C(=O)N(Cc3ccccc3)C(=O)[C@@H]12)S(=O)(=O)c1ccc(C(C)(C)C)cc1	nt	2%	-8%
SMILES	N370S GC mod	FEN1 inh	GCN5L2 inh
CCOC(=O)CN1C(=O)N[C@@H](c2ccc(Br)cc2)C(C(C)=O)=C1C	-2%&-11%	nt	-1%
CCOc1ccc(CNC(=O)C2CCN(C(=O)N3CC(CC)Oc4ccc(C)cc43)CC2)cc1OC (stereo not given)	nt	-5%	-7%
O=C(CSc1nccc(=O)[nH]1)Nc1ccc(F)c([N+](=O)[O-])c1	-4%	-5%	3%
N#Cc1ccccc1-c1ccc2ncnc(NC3CC3)c2c1	-5%	nt	-11%
CC(N)=Nc1ccc([N+](=O)[O-])cc1	-24%	-9%	-7%
COc1ccc(C(=O)C2CCCN(Cc3ccc(C#CCCO)cc3)C2)cc1F (stereo not given)	13%	-18%	-19%
Cc1ccc(NC(=O)Cn2c(=O)n(CCC(=O)NC3CCN(Cc4ccccc4)CC3)c(=O)c3ccccc32)cc1	0%	20%	-1%
O=C(Cc1ccccc1)Nc1cccnc1	-2%	9%	-7%
CNC(=O)CN(c1cc([N+](=O)[O-])ccc1OC)S(C)(=O)=O	2%	-1%	1%
COc1ccc(-c2nc3c(-c4ccc(Cl)cc4)cnn3cc2C)cc1F	-8%	2%	-8%
Cc1cc(NC(=O)CCC(=O)N(CC(=O)NCC2CCCO2)Cc2ccc(F)cc2)no1 (stereo not given)	-18%	3%	-1%
CCC(=Nc1ccccc1OC)C1=C(O)CC(c2ccccc2)CC1=O (stereo not given)	-5%	-6%	-9%
COc1ccc(OC)c(/C=C2\SC(N3CCCC(C)C3)=NC2=O)c1 (stereo not given)	-4%	-6%	-13%
O=C(NNC(=S)Nc1ccccc1)C1CCCCC1	6%	0%	-4%
Clc1cccc(-n2cc(-c3ccccc3)c3c(N4CCCCC4)ncnc32)c1	nt	8%	2%
Cc1cc(Nc2c(C)n(C)n(-c3ccccc3)c2=O)c2ccccc2n1	4%	0%	-3%
COc1ccc(C2C=C(c3ccccc3)Nc3nnnn32)cc1 (stereo not given)	-22%	-6%	-2%
CCN(CC)CCCCCOc1ccccc1OC	-1%	-3%	-6%
COc1ccc(NCCC#N)cc1	9%[12.8 µM]	7%	-7%
NC(=O)C1CCN(C(=O)COCc2cc(-c3ccc4c(c3)OCO4)on2)CC1	2%	-5%	-3%
Cc1oc(-c2ccc(C(=O)NCCc3ccc(Cl)cc3)cc2)nc1CSc1ccccc1	nt	-4%	2%
Cc1ccccc1CNC(=O)C(=O)NCC(c1ccco1)S(=O)(=O)c1ccccc1 (stereo not given)	nt	-4%	3%
CCN(CC)S(=O)(=O)c1ccc(NC(=O)c2cc(C(=O)OC)cc([N+](=O)[O-])c2)cc1	9%	-2%	0%
O=[N+]([O-])c1ccc(N2CCOCC2)nc1	9%	7%	-8%
CCOC(=O)C1=C(C)N=C2SCCC(=O)N2C1c1sccc1C (stereo not given)	-6%	7%	-8%
SMILES	N370S GC mod	FEN1 inh	GCN5L2 inh
Cc1cc(NC(=O)CSc2nc3ccccc3n2CC(=O)N2CCC(C)CC2)no1	6%	4%	3%
O=C(CCc1ccccc1)NNC(=O)CCc1ccccc1	-7%	-3%	-3%
CC(C)(C)Cc1cc(N)on1	2%	1%	-2%
Cc1ccc(C2(c3ccccc3)NC(=O)N(CC(=O)NC3CCS(=O)(=O)C3)C2=O)cc1C (stereo not given)	nt	-6%	-2%
Cc1ccccc1C(=O)Nc1ccnc(-c2ccncc2)n1	3%	11%	0%
CSc1nc(-c2ccc(Cl)cc2Cl)[nH]c(=O)c1C#N	-24%	-2%	1%
Cc1ccc[n+](CC(=O)c2ccc(-c3ccccc3)cc2)c1	-4%	0%	-1%
COc1ccccc1NC(=O)Cn1c(=O)n(CCC(=O)NCC2CCCO2)c(=O)c2cc(OC)c(OC)cc21 (stereo not given)	nt	16%	-6%
Cc1cc(C(=O)N(C)CC(=O)Nc2ccc(F)c(F)c2F)no1	-12%	-5%	-1%
Cn1c(-n2c(-c3ccco3)nc3ccccc3c2=O)nc2ccccc21	-20%	-2%	-10%
CSc1nnc(COc2ccc(C)cc2)n1N	6%	-1%	-2%
Cc1nc(N2CCCCC2)c(C#N)c(C)c1[N+](=O)[O-]	11%	3%	-3%
NS(=O)(=O)c1ccc(CCNC(=O)c2cc(-c3ccco3)nc3ccccc23)cc1	nt	-3%	-20%
COc1ccccc1CN(C)CC(=O)Nc1cccc(S(=O)(=O)N2CCCCC2)c1	-7%	-4%	-1%
CCN1CCN(CC(=O)Nc2ccc(Cl)c(Cl)c2)C(=O)C1=O	13%	0%	2%
COc1ccc(S(=O)(=O)N2CCN(C(=O)CC3CC4CCC3C4)CC2)cc1 (stereo not given)	nt	16%	-3%
O=C(c1cc2ccccc2oc1=O)N1CCN(S(=O)(=O)c2ccccc2)CC1	0%	0%	-2%
COc1cccc(N2CCN(S(=O)(=O)c3cc4c(cc3C)N(C)CCO4)CC2)c1	1%	-1%	?
Cc1cc(C)cc(NC(=O)c2ccc(NC3=NC4CS(=O)(=O)CC4S3)cc2)c1 (stereo not given)	1%	7%	-1%
O=C(CSc1ccc(Br)cc1)N1CCN(S(=O)(=O)c2ccccc2)CC1	-7%	-13%	-12%
Cc1cc(NC(=O)CSc2nc(N)c(NC(=O)c3ccc(F)c(F)c3)c(=O)[nH]2)no1	-15%	1%	-6%
CN(c1ccccc1)S(=O)(=O)c1cccc(NC(=O)c2ccc3ncsc3c2)c1	-16%	5%	-14%
Cc1ccc(NCCC#N)cc1C	0%	1%	-8%
Cc1[nH]c2ccccc2c1C(=O)CSc1nc2ccccc2c(=O)n1-c1ccccc1F	13%	nt	-5%

Source: PubChem BioAssay (National Center for Advancing Translational Sciences (NCATS))

Not all compounds are listed; the hit share may differ from the screen's.
